Bioassay records deposited in PubChem by National Center for Advancing Translational Sciences (NCATS).
Luc counter: Counterscreen for Luciferase (Kinase-Glo TM) Inhibition; Potency, µM (doses to about 38.3 µM), for inactives: at the highest dose activity change, negative = inhibition, hits mostly inhibitors; 200,000 compounds, 0.28% hits; Kinase-Glo luciferase, ATP luminescence, 8 min; Luciferin 4-monooxygenase (Photuris pensylvanica), Q27757; further: potency means the concentration at half of the fitted maximal effect; on the % scale 0 is the no-effect control and ±100 the full control effect; nearly all actives have a fitted effect of over 60% in size
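Recombinant Kinase-Glo luciferase, 10 uM ATP (linear range), luciferin; imidazole pH 7.2 / KCl / MgCl2 / Tween / BSA buffer; 8 min RT; luminescence.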
IMPase Li inh: qHTS Assay for Identifying the Cell-Membrane Permeable IMPase Inhibitors: Potentiation with Lithium | CHO-M1 cells, IP1 TR-FRET (IP-One), carbachol + lithium | Potency, µM (top dose mostly 59.4 µM), without a hit: at the top dose activity, negative = IMPase inhibition, most hits filed as inhibitors | 210,000 compounds, 0.35% hits | AID 1457, 2008;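 further: IP1 builds up when IMPase is blocked and the TR-FRET signal falls; potency means the concentration at half of the fitted maximal effect; plate controls were basal vehicle for no effect and high inhibitor control for full effect; nearly all actives have a fitted effect of over 50% in size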
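Test compounds were applied to CHO-M1 cells previously cultured for 16–30 h at 2000 per well. A small lithium amount accompanied them; after 30 min at 37C, IP1 was quantified by TR-FRET.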
Lamin A splicing: qHTS Assay for Modulators of Lamin A Splicing; HeLa LMNA splicing GFP/RFP minigene ratio, 48 h; Potency, µM (titrated, usually from 46.1 µM), without a hit: at the top dose ratio change, negative = inhibition, hits mostly inhibitors; 200,000 compounds, 0.01% hits; AID 1487, 2009; active means well fitted inhibition curve with a large enough effect in the signal ratio, with a control signal flat, not every such curve was filed as active; inconclusive means small, poorly fitted or top-dose-only effect, or effect the other way, or a change in a side signal; the % refers to the signal ratio; further: potency means the concentration at half of the fitted maximal effect; on the % scale 0 is the no-effect control and ±100 the full control effect
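S3 HeLa cells stably expressing lamin A-EGFP splicing minigene plus DsRed2, 600 cells/well, 48 h compound exposure at 37C. Laser-scanning cytometry; analysed as GFP (500-530 nm)/RFP (575-640 nm) total intensity ratio; 0.5% DMSO vehicle.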
HttQ103 aggreg: qHTS Multiplex Assay to Identify Dual Action Probes in a Cell Model of Huntington: Aggregate Formation (GFP) | PC12 HttQ103-GFP aggregates, Acumen cytometry, 40 h | Potency, µM (titrated, usually from 46.1 µM), inactives show top-dose activity change, negative = inhibition, hits mostly inhibitors | 220,000 compounds, 1.1% hits | AID 1688, 2009; further: potency means the concentration at half of the fitted maximal effect; on the % scale 0 is the no-effect control and ±100 the full control effect; nearly all actives have a fitted effect of over 60% in size
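Multiplexed with ATP-based cell death, this channel scores GFP aggregates in PC12 cells expressing inducible HTTex1-Q103-GFP. Induction used 100 nM tebufenozide; compounds were tested in concentration series.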
NPSR antagonist: qHTS Assay for Antagonists of the Neuropeptide S Receptor: cAMP Signal Transduction. Q6W5P4. CHO-NPSR cells, cAMP TR-FRET, antagonist mode. Potency, µM (highest dose often 38.3 µM), for inactives: top-dose activity change, negative = inhibition, hits mostly inhibitors. 220,000 compounds, 1% hits. AID 1461, 2008; further: potency means the concentration at half of the fitted maximal effect; on the % scale 0 is the no-effect control and ±100 the full control effect; nearly all actives have a fitted effect of over 50% in size; many of its hits are not listed in these tables
Target sequence (Q6W5P4 whole entry, looked up): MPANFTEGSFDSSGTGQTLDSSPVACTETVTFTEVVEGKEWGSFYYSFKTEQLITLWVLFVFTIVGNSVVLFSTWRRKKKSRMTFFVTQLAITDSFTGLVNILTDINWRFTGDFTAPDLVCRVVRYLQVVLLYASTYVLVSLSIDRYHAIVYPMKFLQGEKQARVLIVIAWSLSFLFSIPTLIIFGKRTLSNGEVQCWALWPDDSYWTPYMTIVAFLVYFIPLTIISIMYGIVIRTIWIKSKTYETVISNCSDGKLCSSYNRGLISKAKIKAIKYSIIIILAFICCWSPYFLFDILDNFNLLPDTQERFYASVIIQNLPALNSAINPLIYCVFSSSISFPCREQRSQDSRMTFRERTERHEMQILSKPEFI
CBFb-RUNX1 inh: qHTS Assay for Compounds Blocking the Interaction Between CBF-beta and RUNX1 for the Treatment of Acute Myeloid Leukemia; Potency, µM (highest dose often 59.8 µM), for the others: top-dose activity, negative = inhibition, usual class: inhibitors; Runt-related transcription factor 1 (Homo sapiens) + Core-binding factor subunit beta …; 230,000 tested, under 10 active; AlphaScreen CBFb-His/RUNX1-biotin binding, biochemical; further: % of control where 0% means no effect
Target sequence (Q01196 whole entry, looked up): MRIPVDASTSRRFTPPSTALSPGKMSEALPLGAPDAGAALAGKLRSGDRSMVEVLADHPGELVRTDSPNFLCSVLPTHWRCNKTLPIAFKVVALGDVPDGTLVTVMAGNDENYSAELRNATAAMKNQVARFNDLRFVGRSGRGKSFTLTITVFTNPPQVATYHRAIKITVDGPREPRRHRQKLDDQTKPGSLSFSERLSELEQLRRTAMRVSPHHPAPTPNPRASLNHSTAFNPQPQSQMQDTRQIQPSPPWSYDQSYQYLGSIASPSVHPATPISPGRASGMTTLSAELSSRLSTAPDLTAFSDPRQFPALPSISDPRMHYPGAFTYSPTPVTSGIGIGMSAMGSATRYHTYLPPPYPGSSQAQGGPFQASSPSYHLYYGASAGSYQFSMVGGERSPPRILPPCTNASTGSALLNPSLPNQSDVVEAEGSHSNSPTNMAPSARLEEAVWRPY
Target sequence (Q13951 whole entry, looked up): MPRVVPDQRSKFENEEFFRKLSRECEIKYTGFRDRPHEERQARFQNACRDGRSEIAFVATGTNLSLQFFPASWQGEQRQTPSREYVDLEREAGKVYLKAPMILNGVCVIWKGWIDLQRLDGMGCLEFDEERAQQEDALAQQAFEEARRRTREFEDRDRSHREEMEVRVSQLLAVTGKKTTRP
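Inhibition was taken as any reduction in AlphaScreen signal from the CBF-beta–RUNX1 pair (His and biotin tags, 30 nM each), measured after compound (15 min) and bead (90 min) incubations at room temperature.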
Epigenetic derep: Quantitative High-Throughput Screen for Regulators of Epigenetic Control; murine LDR cells, GFP reporter derepression, 30 h; Potency, µM (series often up to 53.9 µM), inactives show at the highest dose GFP activation, actives largely listed as activators; 280,000 compounds, 0.2% hits; AID 1865, 2009; further: potency means the concentration at half of the fitted maximal effect; % of control where 0% means no effect; nearly all actives have a fitted effect of over 60% in size
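Readout is the number of GFP-expressing murine LDR cells, counted by cytometry following washing. Cells were treated with compound for 30 h at 37 C; the stably integrated CMV-GFP locus is normally silent.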
* = called active by the depositor; & = joins results of further samples; [ ] = remark or other dose. Unless noted, the call rests on the fitted dose curve; in most records, active means well fitted curve in the direction sought with a large enough effect; inconclusive means small, poorly fitted or top-dose-only effect, or another doubt; inactive means no such curve, though single readings can be large; an effect the other way counts as inactive or inconclusive.

`O=C(CO/N=C/c1ccc(OC(F)F)cc1)NCc1ccc(F)cc1` gave Luc counter 2.7%, IMPase Li inh 0.5%, Lamin A splicing inconclusive, HttQ103 aggreg inconclusive, NPSR antagonist -8.4%, CBFb-RUNX1 inh 1.6% and Epigenetic derep -1.4%.
`Cc1cc(C)n(CC(=O)N/N=C/c2cccc([N+](=O)[O-])c2)n1` gave Luc counter 0.5%, IMPase Li inh -4.2%, Lamin A splicing inconclusive, HttQ103 aggreg -10.8%, NPSR antagonist 18.1%, CBFb-RUNX1 inh -6.9% and Epigenetic derep 0.0%.
For COCCCNC(=O)C(=O)NC1CCCCCC1 the results were Luc counter -6.5%, IMPase Li inh -4.0%, Lamin A splicing -3.0%, HttQ103 aggreg -29.5%, NPSR antagonist 11.2%, CBFb-RUNX1 inh 11.6% and Epigenetic derep -1.3%.
For Fc1cccc(CSc2nnc3ccc(-c4ccncc4)nn23)c1 the results were Luc counter -0.6%, IMPase Li inh 0.3%, HttQ103 aggreg -28.8%, NPSR antagonist 13.5%, CBFb-RUNX1 inh 12.4% and Epigenetic derep -1.1%.
`Cc1nn(Cc2ccc(Cl)c(Cl)c2)c(C)c1NC(=O)c1cc(C2CC2)on1` gave Luc counter 4.6%, IMPase Li inh 42.6%[activator][38.3 µM], Lamin A splicing inconclusive, HttQ103 aggreg 17.8µM*, NPSR antagonist -8.6%[46.1 µM], CBFb-RUNX1 inh 13.8% and Epigenetic derep 0.0%.
CCOCC(=O)Nc1cc([N+](=O)[O-])ccc1OC was read as Luc counter 0.9%, IMPase Li inh -1.5%, HttQ103 aggreg 0.8%, NPSR antagonist -12.8%, CBFb-RUNX1 inh 2.5% and Epigenetic derep -1.5%.
For c1ccc(CCn2nnnc2CN2CCCc3ccccc32)cc1 the results were Luc counter -0.5%, IMPase Li inh 10.3%[38.3 µM], Lamin A splicing 19.9%, HttQ103 aggreg 11.1%, NPSR antagonist 1.2%[46.1 µM], CBFb-RUNX1 inh -1.6% and Epigenetic derep 0.0%.
For Cc1ccc(S(=O)(=O)Nc2cc(C(F)(F)F)ccc2N2CCOCC2)cc1C the results were Luc counter -1.5%, IMPase Li inh 8.1%, Lamin A splicing inconclusive, HttQ103 aggreg -4.5%, NPSR antagonist -29.4%, CBFb-RUNX1 inh 22.8% and Epigenetic derep -1.8%.
For COc1ccccc1N(CC(O)COc1ccccc1C)S(=O)(=O)c1ccccc1 (stereo not drawn) the results were Luc counter -2.1%, IMPase Li inh 18.3%, Lamin A splicing inconclusive, HttQ103 aggreg -9.2%, NPSR antagonist -21.6%, CBFb-RUNX1 inh -0.7% and Epigenetic derep 2.3%.
For Cc1c(N/N=C(\C#N)C(=O)c2ccc(Cl)cc2)c(=O)n(-c2ccccc2)n1C the results were Luc counter -4.5%, IMPase Li inh 15.6%, Lamin A splicing inconclusive, HttQ103 aggreg -1.4%, NPSR antagonist -31.5%, CBFb-RUNX1 inh -30.5% and Epigenetic derep -1.6%.
Screening O=C1NCN(c2ccccc2)C12CCN(c1nnnn1-c1ccccc1)CC2 returned Luc counter 0.6%, IMPase Li inh -9.8%[38.3 µM], Lamin A splicing -10.2%, HttQ103 aggreg -0.8%[9.22 µM], NPSR antagonist -17.6%[46.1 µM], CBFb-RUNX1 inh -4.0% and Epigenetic derep 1.5%.
`CCCCC(=O)NC(c1ccccc1OC)c1ccc2cccnc2c1O` (stereo not drawn) gave HttQ103 aggreg -9.3%[9.22 µM], NPSR antagonist -37.3%, CBFb-RUNX1 inh -16.2% and Epigenetic derep 3.55µM*.
`CC(=O)NC(Cc1ccccc1C)C(=O)NC1CCN(C(=O)c2ccc(C)cc2)CC1` (stereo not drawn) gave Luc counter -1.0%, IMPase Li inh -1.2%, HttQ103 aggreg -7.2%[9.22 µM], NPSR antagonist -8.2%, CBFb-RUNX1 inh 3.2% and Epigenetic derep 0.0%.
Screening O=C(CN1CCN(C2CCCCC2)CC1)Nc1ccccc1N1CCCCC1 returned Luc counter 0.7%, IMPase Li inh 12.0%[38.3 µM], Lamin A splicing 3.6%, HttQ103 aggreg -11.4%, NPSR antagonist -4.1%[46.1 µM], CBFb-RUNX1 inh -0.8% and Epigenetic derep -0.2%.
Screening O=C(NCCSc1ccccn1)c1ccc(Cl)cc1Cl returned Luc counter 0.5%, IMPase Li inh -3.6%, Lamin A splicing inconclusive, HttQ103 aggreg 15.3%, NPSR antagonist -10.7%, CBFb-RUNX1 inh 2.4% and Epigenetic derep 0.0%.
For CSc1ccc(C#N)cc1NC(=O)c1cccnc1Cl the results were Luc counter 8.2%, IMPase Li inh -1.1%, Lamin A splicing -4.2%[46 µM], HttQ103 aggreg -3.2%, NPSR antagonist 9.0%, CBFb-RUNX1 inh 1.7% and Epigenetic derep 1.1%.
`O=C(CSCc1ccccc1Cl)NCCSc1ccccn1` gave Luc counter -1.6%, IMPase Li inh -11.9%, HttQ103 aggreg 6.8%, NPSR antagonist -8.2%, CBFb-RUNX1 inh 2.6% and Epigenetic derep 0.5%.
`COc1cccc2c1C(=O)c1c(O)c3c(c(O)c1C2=O)C[C@@](O)(C(=O)CO)C[C@@H]3O[C@H]1C[C@H](N)[C@H](O)[C@H](C)O1` gave Luc counter -27.6%, IMPase Li inh 36.2%&39.8%[activator], Lamin A splicing inconclusive, NPSR antagonist inconclusive, CBFb-RUNX1 inh 0.4% and Epigenetic derep 0.0%.
`COc1cc(/C=C2/SC(=NCc3ccccc3)N(Cc3ccccc3)C2=O)ccc1O` gave Luc counter -1.5%, IMPase Li inh 25.2%[38.3 µM], Lamin A splicing -2.6%, HttQ103 aggreg -12.7%, NPSR antagonist inconclusive, CBFb-RUNX1 inh -2.3% and Epigenetic derep 4.7%.
Screening OCCOCCN1CCN(C2=Nc3ccccc3Sc3ccccc32)CC1 returned Luc counter -0.4%[39.9 µM], IMPase Li inh 16.6%&13.2%, Lamin A splicing inconclusive, HttQ103 aggreg -3.2%, NPSR antagonist -5.7%, CBFb-RUNX1 inh 7.8%&2.8% and Epigenetic derep -3.1%&-3.4%&0.0%.
`CC(C)CCn1cnc2c([nH]c3cccc(Cl)c32)c1=O` gave Luc counter 15.3%, IMPase Li inh -5.2%[38.3 µM], Lamin A splicing 9.4%, HttQ103 aggreg 1.0%, NPSR antagonist -0.5%[46.1 µM], CBFb-RUNX1 inh 1.7% and Epigenetic derep 0.7%.
Cc1c(-c2ccncc2)oc2ccc(Br)cc2c1=O was read as Luc counter 2.9%, IMPase Li inh 11.7%, Lamin A splicing 27.1%[46 µM], HttQ103 aggreg -12.1%, NPSR antagonist -1.2%, CBFb-RUNX1 inh 0.5% and Epigenetic derep 0.0%.
For COc1ccc(OC)c(S(=O)(=O)N(C)CC(=O)Nc2ccc3c(c2)OCCO3)c1 the results were Luc counter 2.5%, IMPase Li inh -10.3%[38.3 µM], Lamin A splicing -3.5%, HttQ103 aggreg -7.0%, NPSR antagonist -14.7%[46.1 µM], CBFb-RUNX1 inh 1.4% and Epigenetic derep -0.7%.
`Cc1ccc2c(c1)N(CCC(=O)NC1CC1)C(=O)C(C)O2` (stereo not drawn) gave Luc counter -3.2%, IMPase Li inh -9.2%[38.3 µM], Lamin A splicing -1.1%, HttQ103 aggreg 1.8%, NPSR antagonist -0.3%[46.1 µM], CBFb-RUNX1 inh 0.2% and Epigenetic derep -1.3%.
Cc1nc2sc(C(c3cccs3)N3CCC4(CC3)OCCO4)c(O)n2n1 (stereo not drawn) was read as Luc counter -4.6%, IMPase Li inh 2.4%, Lamin A splicing 4.9%, HttQ103 aggreg -6.8%, NPSR antagonist 6.7%[46.1 µM], CBFb-RUNX1 inh 17.2% and Epigenetic derep 4.7%.
Cc1noc(C)c1COC(=O)C1COc2ccccc2O1 (stereo not drawn) was read as Luc counter -1.1%, IMPase Li inh 1.6%[38.3 µM], Lamin A splicing 6.8%, HttQ103 aggreg 2.8%, NPSR antagonist 0.6%[46.1 µM], CBFb-RUNX1 inh 8.2% and Epigenetic derep -3.9%.
`O=C(CSc1nccn1-c1ccc(Cl)cc1)N1CCCc2ccccc21` gave Luc counter 1.1%, IMPase Li inh 7.4%, Lamin A splicing -0.7%, HttQ103 aggreg -4.9%, NPSR antagonist -43.6%, CBFb-RUNX1 inh 3.0% and Epigenetic derep 1.1%.
Screening Cc1ccc(-c2[nH]nc(N)c2N=Nc2ccccc2C)cc1 returned Luc counter -2.6%, IMPase Li inh 11.8%[38.3 µM], Lamin A splicing inconclusive, HttQ103 aggreg 4.4%, NPSR antagonist -7.9%[46.1 µM], CBFb-RUNX1 inh -15.0% and Epigenetic derep 4.9%.
Screening O=C1CC(N2CCOCC2)=NN1c1ccc([N+](=O)[O-])cc1 returned HttQ103 aggreg -9.3%[9.22 µM], NPSR antagonist -41.3%, CBFb-RUNX1 inh -1.6% and Epigenetic derep -1.0%.
Screening COc1ccccc1NC(=O)Cn1nnc(-c2ccccc2NS(=O)(=O)c2ccccc2)n1 returned Luc counter 2.7%, IMPase Li inh 15.8%, Lamin A splicing inconclusive, HttQ103 aggreg -6.4%, NPSR antagonist 8.9%, CBFb-RUNX1 inh -16.6% and Epigenetic derep -1.0%.
`CC(=O)NC(CC(=O)O)c1ccc([N+](=O)[O-])cc1` (stereo not drawn) gave HttQ103 aggreg -10.4%[9.22 µM], NPSR antagonist -18.1%, CBFb-RUNX1 inh 1.4% and Epigenetic derep 8.2%.
For CN1CCN(C(=O)C2=C[C@@H](c3csc4ccccc34)C[C@@H](OCCCCO)O2)CC1 the results were IMPase Li inh -8.8%, HttQ103 aggreg -9.5%[9.22 µM], NPSR antagonist -16.8%, CBFb-RUNX1 inh -3.0% and Epigenetic derep -0.5%.

Reprinted at random: 2 entries already listed.
Cc1noc(C)c1COC(=O)C1COc2ccccc2O1 (stereo not drawn) was read as Luc counter -1.1%, IMPase Li inh 1.6%[38.3 µM], Lamin A splicing 6.8%, HttQ103 aggreg 2.8%, NPSR antagonist 0.6%[46.1 µM], CBFb-RUNX1 inh 8.2% and Epigenetic derep -3.9%.
Screening Cc1ccc(-c2[nH]nc(N)c2N=Nc2ccccc2C)cc1 returned Luc counter -2.6%, IMPase Li inh 11.8%[38.3 µM], Lamin A splicing inconclusive, HttQ103 aggreg 4.4%, NPSR antagonist -7.9%[46.1 µM], CBFb-RUNX1 inh -15.0% and Epigenetic derep 4.9%.

An excerpt, so the mix of outcomes need not match the whole.
